Screening results from PubChem BioAssay.
LmPK inhibitor: qHTS Assay for Inhibitors of Leishmania Mexicana Pyruvate Kinase (LmPK); Q27686; purified LmPK, Kinase-Glo ATP luminescence, 1 h; Potency, µM (titrated, usually from 57.5 µM), without a hit: top-dose activity change, negative = inhibition, actives largely listed as inhibitors; actives 0.37% (n = 290,000); AID 1721, 2009; further: potency means the concentration at half of the fitted maximal effect
Target sequence (Q27686 whole entry, looked up): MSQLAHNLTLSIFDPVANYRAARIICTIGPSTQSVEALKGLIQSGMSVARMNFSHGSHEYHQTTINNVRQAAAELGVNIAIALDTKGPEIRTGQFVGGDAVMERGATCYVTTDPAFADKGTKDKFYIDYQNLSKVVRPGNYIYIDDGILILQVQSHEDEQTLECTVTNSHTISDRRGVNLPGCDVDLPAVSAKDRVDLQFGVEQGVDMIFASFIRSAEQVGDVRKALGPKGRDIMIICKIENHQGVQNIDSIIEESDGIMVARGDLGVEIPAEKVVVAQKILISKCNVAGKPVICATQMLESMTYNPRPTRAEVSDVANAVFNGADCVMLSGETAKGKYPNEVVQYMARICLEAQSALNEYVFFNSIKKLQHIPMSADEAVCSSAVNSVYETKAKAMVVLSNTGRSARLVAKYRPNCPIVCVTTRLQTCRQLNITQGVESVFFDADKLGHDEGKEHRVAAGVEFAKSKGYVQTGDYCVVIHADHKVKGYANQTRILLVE
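Kinase-Glo luminescence read after 1 h RT reaction of 0.1 nM LmPK with 0.5 mM PEP and 0.1 mM ADP. Activity scaled between uninhibited and enzyme-free controls.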
HCMV inh: qHTS Assay for inhibitors of the human cytomegalovirus (HCMV) | activity change, negative = inhibition, % at 57.5 µM | actives 4.5% (n = 410,000) | HFF cells, HCMV-luciferase reporter, 72 h; hits give low values; in the data active means activity change below about -60%; inconclusive means no clear call, values can overlap the other calls; inactive means above about -39%
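Luciferase read-out from HCMV-luciferase-infected HFFs (MOI 1 PFU/cell) 72 h post infection at 37C; compounds added after 16 h cell attachment; activity normalized between buffer-only basal and Salinomycin (10uM) inhibitor controls.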
AmpC inh detg: qHTS Inhibitors of AmpC Beta-Lactamase (assay with detergent) | actives 0.041% (n = 370,000) | AmpC hydrolysis of nitrocefin, absorbance 480 nm, 0.01% Triton | P00811 | Potency, µM (highest dose often 114 µM), inactives show top-dose activity change, negative = inhibition, hits mostly inhibitors | AID 485294, 2010;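 further: potency means the concentration at half of the fitted maximal effect; 0% = no-compound wells and -100% = no-enzyme wells; nearly all actives have a fitted effect of over 25% in size; some results filed as inactive show a strong effect at the top dose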
Target sequence (P00811 whole entry, looked up): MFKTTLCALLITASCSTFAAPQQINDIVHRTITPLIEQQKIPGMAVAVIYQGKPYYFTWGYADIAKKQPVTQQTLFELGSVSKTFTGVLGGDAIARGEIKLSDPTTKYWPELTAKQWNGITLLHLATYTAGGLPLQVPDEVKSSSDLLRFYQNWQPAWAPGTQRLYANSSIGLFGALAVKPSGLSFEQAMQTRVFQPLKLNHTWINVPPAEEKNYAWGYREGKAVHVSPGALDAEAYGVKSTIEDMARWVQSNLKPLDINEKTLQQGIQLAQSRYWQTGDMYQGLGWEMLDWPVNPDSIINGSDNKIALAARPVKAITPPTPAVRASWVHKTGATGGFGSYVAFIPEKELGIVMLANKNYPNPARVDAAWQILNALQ
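20 mM phosphate pH 7.0 + 0.01% (detergent screen) or 0.0001% Triton X-100; 5.3 nM AmpC reagent; cpd preinc 15 min RT; nitrocefin (800 uM stock) to start; A480 q20 s × 4 min; Activity was normalised to no-enzyme and no-compound control wells.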
AmpC inh no detg: qHTS Inhibitors of AmpC Beta-Lactamase (assay without detergent). P00811. AmpC nitrocefin hydrolysis, absorbance 480 nm, 0.0001% Triton. Potency, µM (titrated, usually from 57.1 µM), for the others: at the top dose activity change, negative = inhibition, hits mostly inhibitors. actives 0.52% (n = 330,000). AID 485341, 2010;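 further: potency means the concentration at half of the fitted maximal effect; plate controls were no compound for no effect and no enzyme for full effect; nearly all actives have a fitted effect of over 20% in size; some results filed as inactive show a strong effect at the top dose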
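20 mM phosphate pH 7.0 + 0.01% (detergent screen) or 0.0001% Triton X-100; 5.3 nM AmpC reagent; cpd preinc 15 min RT; nitrocefin (800 uM stock) to start; A480 q20 s × 4 min; Activity was normalised to no-enzyme and no-compound control wells.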
AMA1 RON2 block: qHTS for Inhibitors of AMA1-RON; Towards Development of Antimalarial Drug Lead: Primary Screen | actives 0.2% (n = 360,000) | AlphaScreen AMA1-biotinylated RON2 peptide binding | Plasmodium falciparum AMA1 (3D7) - RON2 peptide interaction | Potency, µM (highest dose often 58.2 µM), for the others: top-dose activity change, negative = inhibition, actives largely listed as inhibitors | AID 720542, 2013;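 further: potency means the concentration at half of the fitted maximal effect; 0% = vehicle wells and -100% = peptide control; nearly all actives have a fitted effect of over 45% in size; some results filed as inactive show a strong effect at the top dose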
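AMA1 (3D7) with his tag at 25 nM final met compounds first, then biotinylated RON2 peptide at 25 nM; detection used donor plus acceptor beads, 10 µg/mL apiece, read by AlphaScreen after 30 min at room temperature.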
Tb PYK inh: qHTS of Trypanosoma Brucei Inhibitors. Potency, µM (series often up to 76.8 µM), without a hit: at the highest dose activity, negative = inhibition, usual class: inhibitors. TbPYK enzyme, Kinase-Glo Plus ATP luminescence, 45 min. actives 0.12% (n = 410,000). pyruvate kinase (Trypanosoma brucei), Q57TT1. AID 624173, 2012; further: potency means the concentration at half of the fitted maximal effect; nearly all actives have a fitted effect of over 50% in size
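T. brucei PYK with substrate was exposed to pin-transferred compounds across a concentration series, then started with 130 uM ADP (final). After 45 min at room temperature, Kinase-Glo Plus luminescence was read, normalized and curve-fitted.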
HCV inhibitor: qHTS Assay for Inhibitors of Hepatitis C Virus (HCV); actives 3.4% (n = 340,000); Potency, µM (series often up to 41.8 µM), for the others: top-dose activity change, negative = inhibition, usual class: inhibitors; Huh7.5.1 HCVcc-Cre infection, luciferase reporter, 44 h; AID 651820, 2012; further: potency means the concentration at half of the fitted maximal effect
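HCVcc-Cre virus at an moi near 0.5 was added right after compound to cells cultured 4 h from seeding (1,000 cells/well). Luciferase activity was determined 44 h later, 15 min after substrate addition at RT.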
* = called active by the depositor; ? = inconclusive; . = not tested or not shown; & = joins results of further samples; ! = a repeat was not active; [ ] = remark or other dose. Unless noted, the call rests on the fitted dose curve; in most records, active means well fitted curve in the direction sought with a large enough effect; inconclusive means small, poorly fitted or top-dose-only effect, or another doubt; inactive means no such curve, though single readings can be large; an effect the other way counts as inactive or inconclusive. Unless noted, on the % scale 0 is the no-effect control and ±100 the full control effect. An unsorted share of the library; about 7.5% have a hit in one of these screens.

SMILES	LmPK inhibitor	HCMV inh	AmpC inh detg	AmpC inh no detg	AMA1 RON2 block	Tb PYK inh	HCV inhibitor
CN(Cc1ccccc1)C(=O)Cn1c(=O)c2cccn2c2ccc(F)cc21	.	75.6	28.8%	.	.	8.3%	.
COc1ccc(CCNC(=O)Cn2nc(C)n3c(cc4cc(F)ccc43)c2=O)cc1OC	.	23.4	12.1%	.	.	4.1%	.
CCc1ccccc1NC(=O)Cn1nc(C(F)(F)F)c2c1CCC2	2.3%	7.5&15.2	29.1%&-1.5%	-14.0%	-3.7%	-3.2%&-10.2%	-3.2%
CCOc1cc(NC(=S)NCCOC)c(OCC)cc1NC(=O)c1ccco1	0.7%	68.4	4.5%	6.0%	-10.4%	-2.4%	?
CC(C)CCNC(=O)C1(C)CCN1Cc1ccc2ccccc2c1 (stereo not drawn)	.	24.2	.	.	-4.1%	0.0%	.
C#CCn1c(O)c(N=NC(=O)CNC(=O)/C=C/c2ccccc2)c2ccccc21	2.0%	17.2	-4.8%	-38.1%	-27.7%	-0.9%	1.3%
CCc1ccc(NC(=O)CSc2nnc(-c3n[nH]c4ccccc34)n2-c2ccccc2)cc1	0.1%	56.5	-5.6%	-39.3%	11.3%	-2.5%	?
CN(C)C(=S)c1ccc2ccccc2n1	-1.3%	24.9	1.4%	-15.7%	-0.6%	-0.7%	5.2%
CCOC(=O)CNC(=O)Nc1cc(C(C)(C)C)nn1-c1ccccc1	-7.3%	-26.4	-10.2%	-8.7%	0.2%	-10.2%	12.8%
COc1cccc(/C=N/NC(=O)C(C)Sc2ccccc2)c1 (stereo not drawn)	1.5%	?	-1.8%	-52.0%	-12.1%	-19.9%	-20.5%
O=c1c2cccnc2n(-c2ccccc2)n1Cc1ccc(Cl)cc1	-3.6%	-21.4	-11.0%	-25.9%	67.4%[activator]	2.4%	-1.2%
Cc1ccc2cc(CN(Cc3ccc4c(c3)OCO4)Cc3nnnn3Cc3ccco3)c(=O)[nH]c2c1	10.0%	?	1.8%	-14.1%	0.6%	-3.3%	15.8µM*!
O=C(COC(=O)c1c[nH]c(=O)[nH]c1=O)Nc1cccc([N+](=O)[O-])c1	.	-5.4	-0.1%	1.6%	12.8%	1.2%	-21.0%
Cc1cc(C)c(-c2nc3ccccc3s2)[nH]1	-5.6%	20.4	-7.7%	-48.2%	3.3%	-27.4%	-7.0%
O=C(COC(=O)c1cc2c(s1)CCCC2)NCc1ccccc1Cl	3.4%	-9.5	-5.4%	-31.0%	-7.6%	4.0%	4.0%
Cc1ccc(Cl)cc1-n1c(SCC(=O)NCCC2=CCCCC2)nc2n[nH]c(C)c2c1=N	-1.7%	0.0	?	66.3%[activator]	1.5%	-4.7%	?
Cn1nnnc1SCC(=O)Nc1ccc(Br)cc1Cl	-3.3%	-4.2	?	-14.5%	4.7%	-11.4%	-7.6%
CCCCC(CC)COC(=O)c1ccccc1C(=O)OCC(CC)CCCC (stereo not drawn)	.	54.2	-16.0%	-17.5%	15.8%	-6.7%	5.62µM*
O=C(CSc1ccc(-c2ccco2)nn1)Nc1ccc(F)cc1F	-5.4%	-19.8	7.0%	-34.6%	-3.1%	?	?
COc1ccc(CCNC(=O)CSc2ncn[nH]2)cc1	-1.2%	42.8	-13.8%	-11.9%	32.5%	12.7%	18.2%
Cc1cccc(C)c1NC(=O)C1=C(O)c2ccccc2N(C)S1(=O)=O	-0.3%	27.0	-11.1%	-15.5%	-0.9%	-1.8%	18.3%
COc1cccc(CNC(=O)c2cc(-c3cccc(OC)c3)n[nH]2)c1	.	29.4	-5.9%	.	.	-4.5%	.
O=C(Nc1ccnn1C1CCN(Cc2ccccc2)CC1)c1ccccc1Cl	-8.0%	?	3.4%	-6.0%	0.0%	3.7%	2.8%
O=c1c2ccccc2oc2cc(C#CC3(O)CCCCC3)ccc12	.	-80.2*	.	.	18.5%	-1.4%	?
CCc1ccc(NC(=O)NCc2cccnc2)cc1	1.2%	24.8	?	-26.3%	2.7%	-3.8%	0.7%

Gathered by group, the entries above with a Cl atom (5)
SMILES	LmPK inhibitor	HCMV inh	AmpC inh detg	AmpC inh no detg	AMA1 RON2 block	Tb PYK inh	HCV inhibitor
O=c1c2cccnc2n(-c2ccccc2)n1Cc1ccc(Cl)cc1	-3.6%	-21.4	-11.0%	-25.9%	67.4%[activator]	2.4%	-1.2%
O=C(COC(=O)c1cc2c(s1)CCCC2)NCc1ccccc1Cl	3.4%	-9.5	-5.4%	-31.0%	-7.6%	4.0%	4.0%
Cc1ccc(Cl)cc1-n1c(SCC(=O)NCCC2=CCCCC2)nc2n[nH]c(C)c2c1=N	-1.7%	0.0	?	66.3%[activator]	1.5%	-4.7%	?
Cn1nnnc1SCC(=O)Nc1ccc(Br)cc1Cl	-3.3%	-4.2	?	-14.5%	4.7%	-11.4%	-7.6%
O=C(Nc1ccnn1C1CCN(Cc2ccccc2)CC1)c1ccccc1Cl	-8.0%	?	3.4%	-6.0%	0.0%	3.7%	2.8%

Continuation.
SMILES	LmPK inhibitor	HCMV inh	AmpC inh detg	AmpC inh no detg	AMA1 RON2 block	Tb PYK inh	HCV inhibitor
COC(=O)[C@]1(C)N[C@H](CN(C)C(=O)Nc2ccc(C)cc2)[C@@H]2C(=O)N(C)C(=O)[C@@H]21	.	1.1	.	-2.2%	2.8%	0.4%	1µM*
Cc1ccc(S(=O)(=O)Nc2cccc(-n3cnnn3)c2)cc1C(=O)O	5.6%	-3.7	-0.4%	-15.6%	7.9%	-6.7%	15.7%
CCN(Cc1ccccc1)C(c1ccc(Cl)cc1)c1nnnn1C(C)(C)C (stereo not drawn)	-1.4%	-97.4*	-14.2%	-14.9%	-2.7%	5.4%	7.8%
CC(C)(C)S(=O)N1Cc2cc(C(=O)NCCCN3CCOCC3)nc(-c3cccc(-c4cc5ccccc5o4)c3)c2[C@@H]1CCO (stereo partly drawn)	.	-13.6	.	.	-16.6%	-4.4%	.
Cc1nc(-c2ccc(Cl)cc2)sc1C(=O)NNC(=O)C(C)C	-2.5%	3.1	0.5%	-5.9%	40.8%[activator]	-9.6%	9.7%
Cc1ccccc1CCNC(=O)c1ccc2c(c1)nc1n2CCOC1	.	102.3	13.9%	.	.	-11.1%	.
CCCCn1c(N)c(N(CC(C)C)C(=O)c2ccc(Br)s2)c(=O)[nH]c1=O	2.8%	0.2	3.1%	-13.1%	3.3%	6.3%	12.2%
O=C1NC2(CCCCCC2)C(=O)N1Cc1cccc(Cl)c1	5.7%	-20.1	2.1%	-58.5%	-8.2%	-1.5%	7.5%
COc1cc(CC(=O)OCC(=O)c2ccc(F)cc2)cc(OC)c1OC	.	9.7	.	-6.6%	2.3%	-5.8%	32.2%[activator]
c1ccc(CC[C@@H]2CC[C@@H](CCc3ccccc3)N2)cc1	.	-1.5	1.7%	-7.1%	-1.9%	-9.8%	?
COc1ccc(-c2nnc3ccc(SCc4ccccc4)nn23)cc1	8.1%	5.6	1.3%	-22.1%	0.0%	-0.8%	8.6%
N#Cc1ccc(OCC(=O)Nc2ccc(N3CCCC3)cc2)cc1	.	-3.4	1.3%	-12.1%	-7.7%	7.2%	?
O=C(CSc1nnc(COc2cccc3ccccc23)o1)N1CCN(C(=O)c2ccco2)CC1	0.3%	-7.4	-12.4%	136.5%[activator]	18.8%	-7.8%	-7.2%
CC#CCCc1nc2ccccc2c(=O)n1N	0.6%	?	-6.4%	-9.1%	-2.2%	1.3%	18.8%
CCC1CCCCN1CC(=O)N1CCCc2c1c(=O)oc1ccc(OCc3ccccc3)cc21 (stereo not drawn)	.	2.5	0.5%	.	.	-2.1%	.
CC1CCN(C(=O)C2CCN(c3ncnc4c3nc3n4CCCCC3)CC2)CC1	-1.2%	?	1.4%	138.3%[activator]	0.0%	-1.5%	0.9%
O=C1c2ccccc2C(=O)N1CCC(c1ccc(F)cc1)c1ccco1 (stereo not drawn)	0.5%	80.6	-10.2%	-30.5%	1.0%	-2.3%	?
CCCN1CCN(CCCNC(=O)Cn2c(-c3cccs3)cc3ccccc32)CC1	.	?	4.5%	.	.	-9.2%	.
COCCCN(C(=O)Cc1ccc(Cl)c(Cl)c1)c1c(N)n(Cc2ccccc2)c(=O)[nH]c1=O	-0.2%	-28.7	-2.0%	1.4%	12.6%	-1.1%	-5.4%
CCOc1ccc(Oc2c(/C=N/NC(=O)COc3ccccc3OC)c(C)nn2-c2ccccc2)cc1	1.6%	-18.6	-10.8%	38.5%	-11.7%	3.4%	12.6µM*
COc1ccc(N2C(=O)NC(=O)C(CCc3ccncc3)(CCc3ccncc3)C2=O)cc1	2.7%	28.3	?	-11.8%	8.9%	0.0%	11.0%
COc1ccccc1N(C)S(=O)(=O)c1ccc(C(=O)Nc2cccc(S(=O)(=O)N3CCOCC3)c2)cc1	.	?	.	.	-5.6%	4.2%	10µM*
O=C(COc1ccc(Br)cc1CO)Nc1ccc(S(=O)(=O)N2CCCC2)cc1	.	?	-11.7%	-6.3%	-9.8%	6.0%	?
O=c1[nH]c2ccc(S(=O)(=O)Nc3ccc(Cl)cc3)cc2[nH]1	1.8%	8.7	?	-28.5%	2.0%	-4.0%	1.1%
COc1ccc([C@H]2CC(=O)C=C(c3ccc(Cl)cc3C)C2)cc1	.	-19.3	4.4%	-0.2%	18.3%	-6.8%	-9.5%
CCCCCn1c(CNC(=O)COC)nc2ccccc21	-0.8%	16.6	-0.6%	14.3%	-14.7%	3.0%	0.8%
COc1cccc(/C=C/C(=O)OCC(=O)NCC2CCCO2)c1 (stereo not drawn)	-1.2%	?	-0.8%	-7.5%	-12.0%	-1.7%	33.0%[activator]
CCN(CC)S(=O)(=O)c1ccc2c(c1)nc(CCC(=O)OCC(=O)N1CCc3ccccc31)n2C	1.8%	-17.4	-1.9%	88.4%[activator]	7.8%	5.7%	-14.2%
Cc1ccsc1-c1nc(-c2ccccc2)c(-c2ccccc2)[nH]1	4.5%	2.1	-1.3%	-38.4%	-4.0%	3.6%	-14.7%
COc1ccc([N+](=O)[O-])cc1N=Cc1c(O)n(CCc2ccccc2)c(=O)n(C(C)C)c1=O	-4.8%	2.8	?	-15.3%	-10.1%	-0.6%	-16.8%
